IkB signaling – suppresses IkB signaling in ABC-DLBCL reporter cells. AID 445. 110,000 compounds, 0.04% hits. ABC-DLBCL IkBa-CBG/CBR dual luciferase ratio, 4 h; response scale: scaled: untreated 0%, proteasome inhibitor 100%. Potency, µM (doses to about 57.1 µM), without a hit: top-dose IkBa stabilization activation; active = well fitted curve in the direction sought with a large enough effect in the signal ratio, not every such curve was filed as active; inconclusive = small, poorly fitted or top-dose-only effect, or a change in a side signal; the % refers to the signal ratio;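 note: the direction sought is a rising ratio; 0% = basal untreated cells and 100% = reference inhibitor full response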
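In this assay, an IκBα–CBG68 fusion accumulates when IKK-driven degradation is blocked; native CBR normalizes for cell number. OCI-Ly3 cells were treated 4 h with compound and doxycycline, then green and red light read after Chroma-Glo addition.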
p53ts 39C tox – p53ts cell cytotoxicity, nonpermissive temperature. H1299-p53A138V viability at 39C, ATP luminescence, 24 h. Potency, µM (titrated, usually from 46.1 µM), without a hit: top-dose activity change, negative = cell killing, hits mostly cytotoxic. 130,000 compounds, 1.5% hits. AID 902; note: nearly all actives have a fitted effect of over 55% in size
Imprint erasure – inducers of genomic imprint erasure in mouse ES cells | mouse ES Peg3-LacZ reporter, beta-gal luminescence, 40 h | Potency, µM (series often up to 60.7 µM), for the others: at the top dose activity change, positive = activation, usual class: activators | 110,000 compounds, 0.02% hits | AID 1948;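 note: 0% = negative control wells on the plate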
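Each well holds 300 Peg3LacZ-Neo (maternal) female ES cells incubated 40 h at 37C, 5% CO2. LacZ is measured by BetaGlo luminescence, with AC50 and maximum efficacy derived from dose-response curves.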
p53ts 32C kill – kills p53ts cells at the permissive temperature; H1299-p53A138V at 32C, ATP luminescence viability, 24 h; 130,000 compounds, 0.93% hits; Potency, µM (series often up to 46.1 µM), inactives show at the top dose activity change, negative = cytotoxicity, most hits filed as cytotoxic;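 note: 0% = DMSO and -100% = full killing by reference compound; nearly all actives have a fitted effect of over 55% in size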
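Viability by ATPlite luminescence after 24 h compound treatment (up to 46 uM) at the permissive 32C. Cells are H1299 carrying p53 A138V. Scale runs from DMSO basal to 100 uM tamoxifen as full kill; AC50 from Hill fits.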
* marks the source's active call; other numbers are inactive results; u = inconclusive; x = not tested or not shown; & = joins results of further samples; [ ] = another dose, or the depositor's remark. Unless noted, calls come from the whole dose curve; as a rule, active = well fitted curve in the direction sought with a large enough effect; inconclusive = small, poorly fitted or top-dose-only effect, or another doubt; inactive = no such curve, though single readings can be large; an effect the other way counts as inactive or inconclusive. Unless noted, % is set by controls: 0 for no effect and ±100 for the full control effect; potency is the fitted concentration of half-maximal effect.

Structure,Imprint erasure,p53ts 32C kill,p53ts 39C tox,IkB signaling
Cc1ccccc1NC(=O)Cn1c(=O)n(CC2CCC(C(=O)NCCc3ccccc3)CC2)c(=O)c2ccccc21 (stereo not drawn),-6.1%[10.9 µM],u,u,6.3%
COc1cccc(CNC(=O)Cn2cc3c(n2)-c2c(oc(C(=O)N4CCCC4)c2C)CC3)c1OC,-16.5%[10.9 µM],0.4%,-10.8%,u
CCc1ccc(NC(=O)CSc2nnc(Cc3cccn3C)n2-c2ccc(F)cc2)cc1,-19.3%,17.8%,-9.0%,2.5%
O=C(Cn1ccc2cc(S(=O)(=O)N3CCCCCC3)ccc21)NCCc1ccc(Cl)cc1,-6.2%[10.9 µM],-12.4%,3.8%,1.0%
CCOC(=O)N1CCN(C(=O)Cn2c(C)cc3ccccc3c2=O)CC1,-7.5%,-2.3%,11.1%,-0.9%
CCCOc1ccc(CN2C(=O)C(=O)c3cccc(C)c32)cc1,-26.1%[10.9 µM],42.9%[activator],15.8µM*,0.5%
COc1ccc(OC)c(S(=O)(=O)n2cnc3cc(C)c(C)cc32)c1,-15.8%,0.6%,-7.1%,-0.7%
CCCSc1nnc(CN2CCOCC2)n1C,6.7%,-6.1%,14.3%,2.2%
COc1ccc(NC(=O)C(c2ccc(C)cc2)N(C)C(=O)Cc2cccs2)cc1 (stereo not drawn),-8.8%[10.9 µM],6.2%,-4.0%,u
Cc1cc(=O)n(CCc2ccccc2)c(O)c1C#N,-4.9%&-0.8%,-0.6%&2.8%,7.7%&12.2%,u
CCc1nn(CC(=O)Nc2c(C)cccc2C)c(=O)c2cc3sccc3n12,-5.8%[10.9 µM],0.9%,-17.1%,-1.6%
COc1cccc(CNC(=O)CSc2ncc(S(=O)(=O)c3ccc(Br)cc3)c(=O)[nH]2)c1,-7.4%[10.9 µM],3.9%,11.0%,u
Cc1cc2n(c(=O)c1C#N)CCCN2c1cccc(Cl)c1,x,14.9%,2.8%,x
COc1ccc(CNC(=O)Cn2cc3c(n2)CCCCC3)cc1,-10.0%,-4.4%,6.6%,1.8%
Cc1cc(OCc2nn[nH]n2)c2c(C)c(CC(=O)O)c(=O)oc2c1,-5.5%,15.0%,12.3%,0.0%

Four entries drawn at random from those above, as already listed:
Structure,Imprint erasure,p53ts 32C kill,p53ts 39C tox,IkB signaling
Cc1ccccc1NC(=O)Cn1c(=O)n(CC2CCC(C(=O)NCCc3ccccc3)CC2)c(=O)c2ccccc21 (stereo not drawn),-6.1%[10.9 µM],u,u,6.3%
CCc1ccc(NC(=O)CSc2nnc(Cc3cccn3C)n2-c2ccc(F)cc2)cc1,-19.3%,17.8%,-9.0%,2.5%
CCc1nn(CC(=O)Nc2c(C)cccc2C)c(=O)c2cc3sccc3n12,-5.8%[10.9 µM],0.9%,-17.1%,-1.6%
Cc1cc2n(c(=O)c1C#N)CCCN2c1cccc(Cl)c1,x,14.9%,2.8%,x

Further entries
Structure,Imprint erasure,p53ts 32C kill,p53ts 39C tox,IkB signaling
COc1ccccc1N1CCN(C(=O)c2cc3c(=O)oc4ccc(C)cc4c3s2)CC1,-9.7%[10.9 µM],2.5%,-4.7%,-1.4%
COc1ccc(CNC(=O)CSc2nnnn2-c2ccc(O)cc2)cc1,-3.1%,10.4%,6.1%,1.3%
CC1=CC(=C2N=C(c3ccccc3)OC2=O)C=C(C)O1,x,-16.8%,-13.0%,x
O=C(O)CCCC(=O)Nc1ccccc1-n1ccnc1,-1.4%,-2.0%,-0.9%,-0.2%
CN1C=CC=C/C1=C1\SC(=S)N(C2CCCCC2)C1=O,-6.1%,-3.5%,4.7%,-1.9%
Cc1cc(C)nc(NS(=O)(=O)c2ccc(NC(=O)Cn3c(=O)oc4ccccc43)cc2)n1,-1.7%,0.4%,8.2%,2.0%
Cc1ccc(-n2nc3c(=O)n(CCCC(=O)NCCc4ccccc4)nc(C)c3c2C)cc1,u,5.1%,-5.8%,u
Cc1cc2ccccc2c(=O)n1CC(=O)Nc1ccc2c(c1)OCCO2,0.5%,6.1%,-9.7%,-0.5%
COc1ccc(NC(=O)Cn2c(=O)c3ccccc3n3nncc23)cc1Cl,-9.6%[10.9 µM],-7.0%,-6.2%,-0.1%
Cc1nc2ccccc2c2oc(C(=O)NCCCN3CCCC3=O)cc12,-16.8%,-3.2%,9.3%,-2.9%
CCOC(=O)CSc1nc2ccc(NC(=O)c3ccc(C)cc3)cc2s1,14.4%[10.9 µM],12.6µM*,10µM*,u
O=C(Nc1cccc(C(F)(F)F)c1)C1CCCN(c2ncccn2)C1 (stereo not drawn),-9.0%,-2.3%,-10.8%,0.8%
CC(C)(C)n1ncc2c(=O)n(CC(=O)Nc3ccc4c(c3)OCCO4)cnc21,0.1%,1.1%,-16.0%,-0.2%
CCC(C)NC(=O)c1cn(C)c(=O)c2cc(OC)c(OC)cc12 (stereo not drawn),5.8%,-9.7%,3.9%,0.6%
Cc1ccc2nsnc2c1N(S(C)(=O)=O)S(C)(=O)=O,-0.7%,3.6%,-5.0%,-1.0%
CC1(C)Cc2ccccc2-c2nnc(SCc3ccc(C#N)cc3)n21,-14.0%,-2.9%,3.9%,0.8%
CC(C)c1ccc(NC(=O)CSC2=Nc3ccccc3C3=NC(CCC(=O)NCc4ccco4)C(=O)N23)cc1 (stereo not drawn),-14.1%[10.9 µM],-5.8%,-3.7%,u
CN(C(=O)C12CC3CC(CC(C3)C1)C2)C1CCS(=O)(=O)C1 (stereo not drawn),-5.4%,-1.3%,-3.4%,2.6%
COc1ccc2cc(CN(CC3COCCO3)S(=O)(=O)c3ccccc3)c(=O)[nH]c2c1 (stereo not drawn),0.0%,-2.6%,-20.7%,-1.8%
O=S(=O)(CCCc1ccccc1)c1ncn[nH]1,-5.9%,-4.6%,-8.8%,-0.8%
CCC1=C/C(=C\c2ccc3c(c2)OCO3)C(=O)S1,-9.6%,-14.7%,-12.0%,4.1%
CCOc1ccc(OCC)c(NC(=O)c2cnn(-c3ccc(F)cc3)c2-n2cccc2)c1,-8.5%[10.9 µM],-7.5%,-0.9%,-2.2%
CCc1nonc1NC(=O)c1oc2ccc(F)cc2c1C,-18.7%[10.9 µM],-4.8%,-17.0%,0.6%
O=C(NC1CCCCC1)n1c(=O)oc2cc(S(=O)(=O)N3CCCCC3)ccc21,-9.2%,-3.1%,-5.7%,-1.0%
O=C(CC(NS(=O)(=O)c1ccc(Cl)cc1)c1ccco1)NC1CCCC1 (stereo not drawn),-10.5%,-3.8%,2.8%,5.5%
Cc1nnc(Nc2ccccn2)c2ccccc12,-6.3%,-6.5%,-1.9%,0.7%
O=C(CNS(=O)(=O)c1ccc(Br)s1)N1CCCC1,-12.1%,-19.5%,-6.4%,-2.6%
Cc1ccc2c(c1)sc1ncc(NC(=O)c3ccccc3)c(=O)n12,0.2%,3.3%,6.9%,2.2%
CC(=O)NCCNC(=O)CCCc1nnc2n(CC(C)C)c(=O)c3sccc3n12,-9.6%[10.9 µM],-8.1%,4.3%,-0.3%
O=S(=O)(NC1CC2CCC1C2)c1ccc2c(c1)OCCO2 (stereo not drawn),-11.9%,6.0%,14.9%,-3.5%
CS(=O)(=O)N1CCN(C(=O)Cc2ccccc2)CC1,4.7%,-2.5%,2.7%,0.2%
CCCSc1nnc(Cn2c(=O)sc3ccccc32)n1C,-8.0%,3.8%,2.0%,-1.6%
COc1cc(-c2nc3sccn3c2Nc2cccc(C)c2)ccc1O,-24.7%[10.9 µM],18.3%,-10.3%,u
COc1cc(/C=C2\S/C(=N/S(=O)(=O)c3ccccc3)NC2=O)c([N+](=O)[O-])cc1OC,x,-5.9%,10.7%,x
CCOC(=O)Cc1csc(NC(=O)c2c(-c3ccccc3)noc2C)n1,-5.6%,5.2%,17.2%,1.9%
O=C(O)c1cc(NC(=O)C2CCCO2)cc(NC(=O)C2CCCO2)c1 (stereo not drawn),u,-2.5%,7.8%,0.7%
N#Cc1cc2ccccc2nc1SCc1cccnc1,-4.7%,5.9%,-9.0%,-0.1%
COc1ccc(S(=O)(=O)N2CCCCC2)cc1C(=O)NC1CCS(=O)(=O)C1 (stereo not drawn),7.8%[10.9 µM],8.6%,-15.0%,1.5%
CCOc1ccc2c(c1)c(=O)c(S(=O)(=O)c1ccccc1)cn2CC(=O)Nc1ccccc1OC,-5.2%[10.9 µM],2.8%,-20.6%,1.3%
CC(C)C(=O)Nc1nnc2n1CCS2,5.3%[10.9 µM],4.5%,-7.1%,-0.2%
CCCN1C2CCCC1CC(NC(=O)NC1CCCCC1)C2 (stereo not drawn),-10.7%,-12.9%,-3.4%,0.4%
Cc1cccc(-n2c(SCC(=O)c3ccccc3)nnc2-c2ccc(Br)cc2)c1,16.4%[10.9 µM],15.7%,-18.1%,11.7%
CN1C(C(=O)Nc2cccc(O)c2)=CC(c2cccs2)=NS1(=O)=O,7.2%[10.9 µM],-2.1%,3.3%,0.8%
CCC(=O)N1CCc2cc(S(=O)(=O)NC(CC(C)C)C(=O)N3CCc4ccccc43)ccc21 (stereo not drawn),3.0%,-4.2%,13.0%,0.0%
Cc1ccc(C)c(NC(=O)CN(C)S(=O)(=O)c2cccc3cccnc23)c1,-11.3%[10.9 µM],5.5%,-21.6%,-2.1%
COc1ccc(Br)cc1CNC(=O)c1cnc2sc(N3CCCC3)nn2c1=O,11.0%[10.9 µM],1.5%,13.4%,-1.4%
Cc1ccc(CNC(=O)c2c[nH]n3c(=O)c(Cc4ccc(Cl)cc4)c(C)nc23)cc1,5.5%[10.9 µM],-2.6%,-14.0%,u
COc1ccc(OC)c(C(=O)c2coc3ccc(OC)cc23)c1,-15.1%,0.4%,-11.0%,2.6%
Clc1ccc(-c2nc3n(n2)Cc2ccccc2-3)cc1,x,u,u,x
COc1ccc(S(=O)(=O)N(CC(N)=O)C2CCCCC2)cc1Cl,4.5%,1.3%,21.5%,0.0%
CC(=O)c1c(N2CCCCC2)nc(=S)n(Cc2ccccc2)c1C,-9.7%,23.2%,3.4%,-0.6%
Cn1c(=O)[nH]c(=O)c2c1nc(CN1CCOCC1)n2Cc1ccc(F)cc1,-9.4%,-14.9%,-9.8%,0.5%
COc1cc2c(cc1OC)CN(C(=O)c1cc(S(=O)(=O)N3CCOCC3)ccc1Cl)CC2,-12.8%,10.6%,19.2%,-0.2%
Cc1cc(C(=O)CSc2nc3ccccc3n2CCC#N)c(C)n1Cc1cccs1,-8.8%,0.1%,-22.4%,u
Cc1ccnc(N2CCCC(C(=O)Nc3nnc(C)s3)C2)n1 (stereo not drawn),1.8%,-2.5%,-4.5%,0.4%
CN(C(=O)COc1cc(=O)n(C)c2ccccc12)c1ccc(Cl)cc1,-17.7%,2.7%,-2.7%,-0.4%
Cc1ccc(-c2nnc(N(C)C(=O)c3ccncc3)s2)cn1,x,-24.8%,-11.6%,0.1%
CC1CCN(C(=O)CSc2nc3ccccc3[nH]2)CC1,-12.7%,-16.8%,-2.9%,3.9%
COc1ccc(C(=O)Nc2ccc3c(c2)OCO3)cc1OC,-90.9%[inhibitor],u,u,5.0%
COc1ccccc1N(CC(=O)Nc1ccc(C)c(Cl)c1)S(=O)(=O)c1ccc(C)cc1,-16.9%[10.9 µM],-5.7%,-12.2%,u

The list goes on.
Structure,Imprint erasure,p53ts 32C kill,p53ts 39C tox,IkB signaling
CC(C)=CC(=O)OCC(=O)Nc1nc(C)c(Cl)cc1Cl,-1.1%,-6.2%,-11.5%,0.4%
CN(CC(CC(=O)Nc1nncs1)c1ccccc1)S(=O)(=O)c1ccccc1 (stereo not drawn),-7.2%,-4.7%,-2.3%,1.1%
CCOc1ccc(N=CC2=C(O)CC(C)(C)CC2=O)cc1,-5.2%,-11.3%,0.0%,-3.7%
CN(C)c1ncc2nc(-c3cccs3)c(=O)n(C3CC3)c2n1,x,-14.8%,-23.7%,-4.4%[11.4 µM]
CC(=O)/C(C(=N)N1CCN(C(c2ccccc2)c2ccccc2)CC1)=C(\C)O,-26.5%,1.0%,4.0%,1.1%

Source: PubChem (National Center for Advancing Translational Sciences (NCATS))
